MsrA inhibitor – inhibitors of bovine MsrA; inhibition, % at 15.5 µM; 0.75% of 360,000 active; AID 651718; purified bovine MsrA, absorbance read-out; in the data active means inhibition above about 4.5%;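 further: 0% = vehicle wells with enzyme and 100% = reference inhibitor wells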
Rpn11 block – inhibitors of human proteasome Rpn11; O00487; human 26S proteasome, Ub4-pepOG fluorescence polarization; 20S core pre-blocked with epoxomicin; calls only at 20 µM; 0.59% of 360,000 active; AID 588493;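 active means inhibition at 20 µM, scaled to each plate's controls, above about 33%, limit read from the data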
FAS TE block – FAS thioesterase (human) inhibition. P49327. recombinant FAS-TE, OMFH fluorogenic substrate, fluorescence endpoint. inhibition, % at 15 µM. 0.67% of 360,000 active. AID 602261;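 active means compounds whose normalised, plate-corrected inhibition of enzyme fluorescence in the single-dose primary screen is 50% or more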;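 further: 0% = DMSO with enzyme and 100% = substrate without enzyme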
Rin1 Abl inh – human Rin1-Abl interaction inhibition. 0.4% of 360,000 active. P00519+Q13671. TR-FRET Rin1/Abl binding, biochemical. inhibition, % at 7.35 µM; in the data active means inhibition above about 5%, passing the limit was not always enough
E coli Lon inh – inhibitors of E. coli Lon protease | purified E. coli Lon protease, fluorescence polarization | 0.42% of 360,000 active | P0A9M0 | inhibition, % at 7.94 µM | AID 602123; in the data active means inhibition above about 13%, passing the limit was not always enough;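 further: 0% = enzyme with probe and DMSO and 100% = no enzyme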
MLLE-PAM2 inh – blocks PAM2 peptide binding to the PABP1 MLLE domain | P11940 | GST-MLLE / FITC-PAM2 fluorescence polarization | inhibition, % at 20 µM | 0.36% of 360,000 active; in the data active means inhibition above about 35%, passing the limit was not always enough;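 further: plate controls were DMSO wells with GST-MLLE for no effect and wells lacking GST-MLLE protein for full effect; some results filed as inactive read as strong as hits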
Target sequence (P11940 whole entry, looked up, the tested form may be a part): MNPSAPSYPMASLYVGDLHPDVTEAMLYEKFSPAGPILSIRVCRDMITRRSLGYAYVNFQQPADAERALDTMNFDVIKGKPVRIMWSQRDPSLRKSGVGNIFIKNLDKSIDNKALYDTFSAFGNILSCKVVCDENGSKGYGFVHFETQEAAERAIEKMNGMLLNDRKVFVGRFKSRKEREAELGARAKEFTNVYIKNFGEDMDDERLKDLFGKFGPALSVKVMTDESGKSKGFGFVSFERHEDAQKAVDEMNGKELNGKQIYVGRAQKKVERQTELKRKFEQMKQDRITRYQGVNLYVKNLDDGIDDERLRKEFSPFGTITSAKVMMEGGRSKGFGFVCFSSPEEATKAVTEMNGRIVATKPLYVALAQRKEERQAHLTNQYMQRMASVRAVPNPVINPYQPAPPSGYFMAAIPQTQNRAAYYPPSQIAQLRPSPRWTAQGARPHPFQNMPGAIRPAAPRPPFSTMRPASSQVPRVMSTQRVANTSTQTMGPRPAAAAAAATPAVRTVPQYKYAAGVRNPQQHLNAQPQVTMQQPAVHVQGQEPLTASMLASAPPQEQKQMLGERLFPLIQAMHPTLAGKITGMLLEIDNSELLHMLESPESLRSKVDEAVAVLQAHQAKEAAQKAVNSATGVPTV
MsrA act – activates bovine MsrA enzyme; purified bovine MsrA, absorbance read-out; activation, % at 10.6 µM; 0.3% of 360,000 active; in the data active means activation above about 7.5%;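 further: 0% = vehicle and 100% = reference activator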
MT1-MMP act inh – inhibitors of human MT1-MMP activation; P50281; HT1080 RFP-PRO-GFP cells, GFP/RFP ratio fluorescence, overnight; percent of plate control window, DMSO zero; GFP/RFP ratio change, % at 20 µM; 0.061% of 360,000 active;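 active means GFP/RFP ratio change of at least 30% with cell ATP level not reduced by more than half and red fluorescence within 50% of control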; further: strong numbers were not always called active
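Assay system – RFP-PRO-GFP reporter HT1080 cells · Compound dosing – single dose of 20 µM compound, 1% DMSO final · Incubation – overnight compound exposure at 37 °C · Measure – GFP/RFP fluorescence ratio · Benchmarks – DMSO wells and RFP-L50D-GFP cells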
CSN inh – blocks human CSN-mediated cullin deneddylation; inhibition, % at 12.5 µM; AID 651999; Purified CSN, SCF-Nedd8-OG deneddylation, fluorescence polarization; Q92905; 0.38% of 360,000 active;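 active means pattern-corrected inhibition above about 35%, with an unprinted fluorescence ratio check between 0.5 and 1.5, limit read from the data, passing the limit was not always enough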;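 further: 0% = enzyme with substrate and 100% = substrate without enzyme; some results filed as inactive read as strong as hits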
Target sequence (Q92905 whole entry, looked up, one chain of several): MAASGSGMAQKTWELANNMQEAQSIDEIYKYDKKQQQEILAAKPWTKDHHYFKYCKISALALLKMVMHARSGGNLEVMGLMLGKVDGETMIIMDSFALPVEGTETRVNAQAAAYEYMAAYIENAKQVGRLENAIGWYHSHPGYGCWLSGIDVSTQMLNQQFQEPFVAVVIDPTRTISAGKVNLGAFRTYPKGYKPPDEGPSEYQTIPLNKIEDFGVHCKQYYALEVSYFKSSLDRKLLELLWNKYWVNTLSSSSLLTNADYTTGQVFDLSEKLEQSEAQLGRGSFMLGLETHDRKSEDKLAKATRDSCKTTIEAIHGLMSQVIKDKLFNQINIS
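Test system: purified human Csn5 enzyme expressed in HEK293T cells. Amount: 0.24 nM enzyme. Reagent: SCFSkp2-Nedd8OG substrate at 10 nM final. Schedule: 90 min incubation of compound, enzyme and substrate at room temperature. Detection: fluorescence polarization. Read-out: % inhibition of substrate cleavage by Csn5.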
The depositor's hits bear a star; i = inactive; . = not tested or not shown.

SMILES	MsrA inhibitor	Rpn11 block	FAS TE block	Rin1 Abl inh	E coli Lon inh	MLLE-PAM2 inh	MsrA act	MT1-MMP act inh	CSN inh
CC(C)Cn1c(N)c(C(=O)COC(=O)c2ccc(O)cc2)c(=O)n(C)c1=O	-1.6	i	-2	2	-9	-6	-2	3	6
CC(=O)Nc1nonc1NC(=O)CSc1ccccn1	-0.4	i	-5	4	-7	3	4	4	-2
O=C(NCc1cccs1)Nc1cccc(Cl)c1	-0.2	i	-2	2	-7	10	-13	2	7
O=C(O)c1csc(N/N=C/c2ccc(Br)cc2)n1	2.8	i	3	-1	3	-79	-3	-2	17
O=C(O)CSc1nc2ccccc2n1-c1ccccc1	-0.3	i	-2	0	3	-19	-6	-1	1
Cc1cc(NCC(C)C)n2ncnc2n1	-1.0	i	-10	-1	-1	-7	-1	6	-2
COc1ccc(CC(=O)NC2CCCCCC2)c(OC)c1	0.6	i	-4	2	4	1	-1	-1	0
CC(=O)C1C(c2cccc(F)c2)NC(=O)NC1(O)C(F)(F)F (stereo not given)	-0.7	i	-13	-4	1	5	-2	1	2
COc1ccccc1CNC(=O)N1CCN(c2ccccc2Cl)CC1	-0.7	i	2	-1	-6	9	-1	-1	3
Cc1ccc(SCc2cc(-c3ccc(Cl)cc3)no2)cc1	0.1	i	12	1	0	11	-2	3	4
CC(C)(Oc1ccc(C2CC2(Cl)Cl)cc1)C(=O)O (stereo not given)	-0.5	i	0	-2	4	6	2	1	-6
CC(=NCCc1c(C)[nH]c2ccc(OCc3ccccc3)cc12)C1=C(O)CC(c2ccccc2)CC1=O (stereo not given)	-0.7	i	21	-3	1	16	0	-8	-2
COCCn1c(C)nnc1SCC(=O)Nc1ccccc1[N+](=O)[O-]	2.7	i	-4	-3	7	13	-2	2	1
COc1cc2nc(=S)n(CCCN3CCOCC3)c(N)c2cc1OC	.	i	-7	-4	-12	-64	-5	1	-3
Nc1nc(NCC2CCCO2)nc(NCC2CCCO2)c1[N+](=O)[O-] (stereo not given)	-0.1	i	-11	-4	-10	-1	1	-6	20

Ordered by molar mass (low to high): 13 of the compounds above
SMILES	MsrA inhibitor	Rpn11 block	FAS TE block	Rin1 Abl inh	E coli Lon inh	MLLE-PAM2 inh	MsrA act	MT1-MMP act inh	CSN inh
Cc1cc(NCC(C)C)n2ncnc2n1	-1.0	i	-10	-1	-1	-7	-1	6	-2
O=C(NCc1cccs1)Nc1cccc(Cl)c1	-0.2	i	-2	2	-7	10	-13	2	7
CC(C)(Oc1ccc(C2CC2(Cl)Cl)cc1)C(=O)O (stereo not given)	-0.5	i	0	-2	4	6	2	1	-6
CC(=O)Nc1nonc1NC(=O)CSc1ccccn1	-0.4	i	-5	4	-7	3	4	4	-2
Cc1ccc(SCc2cc(-c3ccc(Cl)cc3)no2)cc1	0.1	i	12	1	0	11	-2	3	4
CC(=O)C1C(c2cccc(F)c2)NC(=O)NC1(O)C(F)(F)F (stereo not given)	-0.7	i	-13	-4	1	5	-2	1	2
O=C(O)c1csc(N/N=C/c2ccc(Br)cc2)n1	2.8	i	3	-1	3	-79	-3	-2	17
Nc1nc(NCC2CCCO2)nc(NCC2CCCO2)c1[N+](=O)[O-] (stereo not given)	-0.1	i	-11	-4	-10	-1	1	-6	20
COCCn1c(C)nnc1SCC(=O)Nc1ccccc1[N+](=O)[O-]	2.7	i	-4	-3	7	13	-2	2	1
COc1ccccc1CNC(=O)N1CCN(c2ccccc2Cl)CC1	-0.7	i	2	-1	-6	9	-1	-1	3
COc1cc2nc(=S)n(CCCN3CCOCC3)c(N)c2cc1OC	.	i	-7	-4	-12	-64	-5	1	-3
CC(C)Cn1c(N)c(C(=O)COC(=O)c2ccc(O)cc2)c(=O)n(C)c1=O	-1.6	i	-2	2	-9	-6	-2	3	6
CC(=NCCc1c(C)[nH]c2ccc(OCc3ccccc3)cc12)C1=C(O)CC(c2ccccc2)CC1=O (stereo not given)	-0.7	i	21	-3	1	16	0	-8	-2

Remaining list, next part
SMILES	MsrA inhibitor	Rpn11 block	FAS TE block	Rin1 Abl inh	E coli Lon inh	MLLE-PAM2 inh	MsrA act	MT1-MMP act inh	CSN inh
C/C(=N\NC(=O)Cn1cnc2ccccc21)c1cccs1	1.8	i	-1	-1	-3	8	-3	3	-8
Cc1nn(-c2nnc(NC3CCCCC3)nn2)c(C)c1Br	1.4	i	18	-3	-5	-13	2	11	-8
Cc1ccc(C(C(=O)NC2CCCC2)N2CCCCC2)cc1 (stereo not given)	0.8	i	-3	1	3	-12	-1	0	2
O=C(COC(=O)CNC(=O)C1CCCCC1)Nc1ccc(Br)cc1Br	-0.8	i	-5	4	-8	-2	-2	0	-5
COc1ccc(-n2c(COc3ccc(C)cc3)nnc2SCC(=O)O)cc1	-1.0	i	-5	-1	0	-14	-5	-1	-1
COc1ccc(CCNC(=O)CN2C(=O)C3(OCCCO3)c3ccccc32)cc1OC	-0.1	i	-8	-1	-5	2	-3	1	-5
CCN1CCN(C(=O)/C=C/c2ccc3c(c2)OCO3)CC1	1.1	i	-5	0	-2	8	-4	4	4
CNCC(O)c1ccc(OC(=O)C(C)(C)C)c(OC(=O)C(C)(C)C)c1 (stereo not given)	-0.7	i	-1	0	6	3	1	0	0
Cc1ccc(C)c(Nc2cc(C)nc3ccccc23)c1	0.2	i	-4	0	7	12	-5	3	-1
COCCC(=O)Nc1ccc2c(c1)CN(C(=O)CCSC)CC2	2.5	i	-3	1	6	6	-2	1	5
CCCOc1ccc(NC(=O)CC2C(=O)N(c3ccc(OCC)cc3)C(=S)N2C2CC2)cc1 (stereo not given)	0.3	i	8	-4	-14	35	-2	9	2
COc1ccc(-c2nc(N=Nc3ccc(O)cc3)n[nH]2)cc1	1.3	i	-4	-5	-35	-9	-2	17	0
O=C(NNC(=O)c1ccc(Br)o1)c1csc(N2CCOCC2)n1	0.2	i	-9	3	-1	-8	-1	-1	-1
COc1ccc(NC(=O)c2cc(-c3cccs3)on2)c(OC)c1	-0.4	i	4	2	-3	0	-1	-1	-1
C=CCOc1c(Cl)cc(CNn2cn[nH]c2=S)cc1OC	-1.7	i	-5	0	-3	15	-1	3	8

Structural class: those above containing a nitro group on carbon (2)
SMILES	MsrA inhibitor	Rpn11 block	FAS TE block	Rin1 Abl inh	E coli Lon inh	MLLE-PAM2 inh	MsrA act	MT1-MMP act inh	CSN inh
COCCn1c(C)nnc1SCC(=O)Nc1ccccc1[N+](=O)[O-]	2.7	i	-4	-3	7	13	-2	2	1
Nc1nc(NCC2CCCO2)nc(NCC2CCCO2)c1[N+](=O)[O-] (stereo not given)	-0.1	i	-11	-4	-10	-1	1	-6	20

Next results.
SMILES	MsrA inhibitor	Rpn11 block	FAS TE block	Rin1 Abl inh	E coli Lon inh	MLLE-PAM2 inh	MsrA act	MT1-MMP act inh	CSN inh
COc1ccc(NC(=O)C2CCCN2C(=O)NC2CCCCC2)c(OC)c1 (stereo not given)	-1.0	i	-1	1	-8	-4	-3	1	1
COc1ccc(CN2CCN(C(C)C(=O)N(C)Cc3cccc(F)c3)CC2)cc1OC (stereo not given)	0.1	i	-3	0	-8	12	-5	0	3
O=[N+]([O-])c1ccc(C(O)CNC(=S)Nc2ccccc2)cc1 (stereo not given)	-0.4	i	10	2	-2	28	-8	3	-7
Cc1c(NC(=O)C(CC(=O)O)NCc2ccco2)c(=O)n(-c2ccccc2)n1C (stereo not given)	0.6	i	-4	-3	-6	-1	0	3	8
CCOc1ncccc1C(=O)N1CCN(c2ccc(C(F)(F)F)cn2)CC1	3.3	i	-2	-1	0	14	-1	1	-16
CCOC(=O)c1c(C)[nH]c(C)c1S(=O)(=O)N(C)CC(=O)Nc1ccc(C)cn1	0.9	i	5	-5	-1	-10	-2	0	-4
CC1CCC2(CC1)NC(=O)N(CC(=O)Nc1cccc(S(=O)(=O)N3CCCC3)c1)C2=O (stereo not given)	0.2	i	4	1	-1	15	-1	7	-3
Cn1nc(C(=O)Oc2cc(=O)n(C)c3ccccc23)c2ccccc2c1=O	0.2	i	-2	2	-9	6	0	-2	-2
CS(=O)(=O)N1CCCCC1c1cc(C(=O)Nc2ccc3c(c2)OCO3)no1 (stereo not given)	1.7	i	-6	-5	4	-4	-3	2	4
Cc1cccc(NC(=O)/C(C#N)=C/c2ccc(F)cc2)n1	-0.2	i	2	-1	1	4	-1	-2	-1
COc1cc(OC)cc(-c2nnc(SCC(=O)N(Cc3ccccc3)C(C)(C)C)o2)c1	-0.4	i	40	1	-4	-1	-5	-5	4
O=C(CCN1C(=O)C2CC=CCC2C1=O)Nc1nccs1 (stereo not given)	0.1	i	-9	2	0	0	-5	-1	-2
Cc1n[nH]c(C)c1CN(C)C(=O)C1CCC(=O)N(CC2CCCCC2)C1 (stereo not given)	-2.0	i	-5	2	6	12	-9	1	1
CCC(Oc1cc(Cl)ccc1Cl)C(=O)N1CCCN(C)CC1 (stereo not given)	-0.1	i	-5	1	-2	2	-4	-2	-1
CS(=O)(=O)N(CCc1ccccc1)CC(=O)N1CCN(c2ccccc2F)CC1	0.4	i	3	-4	1	-3	-1	-1	-2
O=C(Cc1ccccc1)NN1C(=O)C2C(C1=O)C1C=CC2C12CC2 (stereo not given)	0.4	i	-8	-1	-4	-4	-6	0	-9
COc1cc(C2Nc3ccc4ncccc4c3C3=C2C(=O)CCC3)cc(OC)c1O (stereo not given)	0.9	i	-5	-6	1	32	-5	-11	-6
CCN(CC)C(=O)C1=C(C)N(Cc2ccc(C(C)(C)C)cc2)C(=O)C(CC(=O)NCCCN(C)C)C1 (stereo not given)	-1.6	i	-7	-3	1	-6	1	-2	-1
CSC1=C(C#N)C(c2cccc(Br)c2)CC(=O)N1 (stereo not given)	2.3	i	-4	0	7	7	-3	-1	0
CCC(C)NC(=O)c1ccc2c(c1)S(=O)(=O)c1ccccc1C2=O (stereo not given)	-0.9	i	1	0	0	10	-2	-4	1
Cc1ccc(NC(=S)Nc2c(C)n(C)n(-c3ccccc3)c2=O)cc1	-0.7	i	-12	-1	-17	7	-3	0	4
O=S(=O)(N/N=C/c1ccc(Cl)cc1)c1ccc(Cc2ncc(C(F)(F)F)cc2Cl)s1	-1.4	i	20	0	-2	-1	-7	-4	1
